# Source: PubChem
# Neddylation inh: inhibitors of cullin neddylation, primary screen, biochemical, TR-FRET, uHTS, NAE and Ubc12. 0.58% of 360,000 active. calls only at 25 µM. NEDD8-conjugating enzyme Ubc12 (Homo sapiens) + NEDD8-activating enzyme E1 regulatory …. AID 651699, 2012; in the data active means inhibition above about 36%
# Rpn11 inh: Rpn11 (PSMD14) deubiquitinase inhibitors, primary screen, biochemical, fluorescence polarization, uHTS; human 26S proteasome, Ub4-pepOG fluorescence polarization; 20S core pre-blocked with epoxomicin; calls only at 20 µM; 0.59% of 360,000 active;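 active means inhibition at 20 µM, scaled to each plate's controls, above about 33%, limit read from the data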
# Target sequence (O00487 whole entry, looked up): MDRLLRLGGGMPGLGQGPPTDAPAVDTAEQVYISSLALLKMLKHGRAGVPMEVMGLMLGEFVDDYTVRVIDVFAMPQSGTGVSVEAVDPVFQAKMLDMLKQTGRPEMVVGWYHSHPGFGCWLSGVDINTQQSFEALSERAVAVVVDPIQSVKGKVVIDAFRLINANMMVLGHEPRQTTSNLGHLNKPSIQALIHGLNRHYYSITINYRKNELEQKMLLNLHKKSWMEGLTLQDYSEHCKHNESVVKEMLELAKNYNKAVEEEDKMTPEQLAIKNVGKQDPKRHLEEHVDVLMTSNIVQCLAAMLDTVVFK
# Rin1 Abl inh: inhibitors of Rin1-Abl protein binding, primary screen, biochemical, TR-FRET. Tyrosine-protein kinase ABL1 (Homo sapiens) + Ras and Rab interactor 1 (Homo sapiens), …. inhibition, % at 7.35 µM. 0.4% of 360,000 active. AID 588664, 2011; in the data active means inhibition above about 5%, passing the limit was not always enough
# FAS-TE inh: FAS thioesterase domain inhibitors, primary screen, biochemical, fluorescence intensity, uHTS; Fatty acid synthase (Homo sapiens), P49327; recombinant FAS-TE, OMFH fluorogenic substrate, fluorescence endpoint; inhibition, % at 15 µM; 0.67% of 360,000 active;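 active means compounds whose normalised, plate-corrected inhibition of enzyme fluorescence in the single-dose primary screen is 50% or more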;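 further: 0% = DMSO with enzyme and 100% = substrate without enzyme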
# NadD block: inhibitors of S. aureus NadD, primary screen, biochemical, colorimetric, uHTS | Nicotinate-nucleotide adenylyltransferase NadD (Staphylococcus aureus N315) | purified NadD enzyme, colorimetric absorbance read-out | inhibition, % at 20 µM | 0.78% of 360,000 active; in the data active means inhibition above about 26%; further: some compounds past the cut are filed as inactive
# CSN inh: inhibitors of CSN-mediated cullin deneddylation, primary screen, biochemical, fluorescence polarization, uHTS. AID 651999, 2013. Purified CSN, SCF-Nedd8-OG deneddylation. inhibition, % at 12.5 µM. 0.38% of 360,000 active;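 active means pattern-corrected inhibition above about 35%, with an unprinted fluorescence ratio check between 0.5 and 1.5, limit read from the data, passing the limit was not always enough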;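 further: 0% = enzyme with substrate and 100% = substrate without enzyme; some results filed as inactive read as strong as hits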
# Target sequence (Q92905 whole entry, looked up, one chain of several): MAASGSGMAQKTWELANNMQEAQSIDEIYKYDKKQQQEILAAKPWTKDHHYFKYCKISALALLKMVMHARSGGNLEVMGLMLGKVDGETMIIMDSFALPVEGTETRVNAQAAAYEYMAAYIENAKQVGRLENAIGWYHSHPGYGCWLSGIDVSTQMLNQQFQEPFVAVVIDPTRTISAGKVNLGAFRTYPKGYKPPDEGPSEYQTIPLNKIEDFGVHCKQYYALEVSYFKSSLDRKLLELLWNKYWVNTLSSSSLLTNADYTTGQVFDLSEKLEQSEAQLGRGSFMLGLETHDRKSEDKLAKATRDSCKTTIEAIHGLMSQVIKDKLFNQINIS
#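 Assay system: purified human Csn5 enzyme expressed in HEK293T cells; measure: % inhibition; also added: SCFSkp2-Nedd8OG substrate at 10 nM final; technique: fluorescence polarization; times: reaction 90 min, room temperature; medium: Tris buffer pH 7.5, NaCl, DTT, Tween-20, trehalose, ovalbumin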
# SKN-1 inh: suppressors of acrylamide-induced Pgst-4::GFP reporter in worms, primary screen, SKN-1 inhibitor project, whole organism, uHTS, GFP/RFP fluorescence ratio, strain VP596; C. elegans VP596 Pgst-4::GFP/RFP ratio, 24 h; inhibition, % at 21.8 µM; 0.49% of 360,000 active; AID 624304, 2012;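 active means interference check ratio from 0.5 to 1.5 plus GFP to RFP signal ratio inhibition reaching or exceeding a fixed threshold, cut at about 30% in these data, passing the limit was not always enough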; further: some compounds called inactive have numbers as strong as hits
# PABP1 MLLE inh: inhibitors of PABP1 MLLE–PAM2 peptide binding, primary screen, biochemical, fluorescence polarization, FITC-PAM2, GST-MLLE; 0.36% of 360,000 active; inhibition, % at 20 µM; Polyadenylate-binding protein 1 (Homo sapiens), P11940; in the data active means inhibition above about 35%, passing the limit was not always enough;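 further: plate controls were DMSO wells with GST-MLLE for no effect and wells lacking GST-MLLE protein for full effect; some results filed as inactive read as strong as hits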
# MT1-MMP act inh: blockers of MT1-MMP proenzyme processing, primary screen, HT1080 RFP-PRO-GFP cells, GFP/RFP fluorescence; Matrix metalloproteinase-14 (Homo sapiens), P50281; GFP/RFP ratio fluorescence, overnight; percent of plate control window, DMSO zero; GFP/RFP ratio change, % at 20 µM; 0.061% of 360,000 active; AID 651647, 2012;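 active means GFP/RFP ratio change of at least 30% with cell ATP level not reduced by more than half and red fluorescence within 50% of control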; further: strong numbers were not always called active
#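 Assay system: RFP-PRO-GFP reporter HT1080 cells; read-out basis: GFP/RFP fluorescence ratio; benchmarks: DMSO wells and RFP-L50D-GFP cells; doses: 20 µM single dose, 1% DMSO; schedule: overnight cell settling, then overnight compound exposure, 37 °C, 5% CO2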
# Active calls of the source: *; i = inactive; / = no result given.
Compound | NadD block | Rpn11 inh | MT1-MMP act inh | Neddylation inh | FAS-TE inh | PABP1 MLLE inh | CSN inh | SKN-1 inh | Rin1 Abl inh
CC1=C(CCN2CCN(C(C)C)C(CCO)C2)C(C)(C)CCC1 (stereo not given) | -1.4 | i | 1.2 | i | -3.9 | 9.9 | -2.8 | 4.3 | -1.0
O=C(CSc1nnc(-c2cccs2)o1)NCC1CN(Cc2ccccc2)CCO1 (stereo not given) | -1.8 | i | 3.5 | i | -8.9 | -11.4 | 4.6 | -16.8 | -4.0
CCNC(=O)C(=O)NCCc1ccc(Cl)cc1 | -4.5 | i | 0.1 | i | -9.0 | 3.0 | 0.5 | -2.2 | -0.4
CC(=O)c1cccc(NC(=O)N2C3CCCC2CC(NC(=O)C2CC2)C3)c1 (stereo not given) | -1.5 | i | 1.4 | i | -7.0 | 5.0 | 4.9 | -3.2 | 2.0
O=C(COc1ccc(Cl)cc1Cl)Nc1ccc(CN2CCOCC2)cc1 | -13.2 | i | 1.7 | i | 3.9 | 4.9 | 1.9 | -3.8 | 0.6
CCNC(=O)COc1ccc(Br)cc1Cl | -1.4 | i | -2.5 | i | -6.7 | -4.4 | 5.2 | -1.2 | 3.3
CCC(C)[C@H](NC(=O)Nc1ccc(S(N)(=O)=O)cc1)C(=O)OC (stereo not given in full) | -0.1 | i | 3.5 | i | -2.9 | 5.1 | 2.6 | 2.0 | -2.4
CC1CCN(CC(=O)NCc2ccco2)CC1 | -7.9 | i | -16.1 | i | -5.9 | 3.7 | -1.2 | 2.6 | -2.3
CC(=O)c1ccc(NC(=O)CSc2nnc(C3CC3)n2C)cc1 | -6.8 | i | -0.3 | i | -4.5 | -15.9 | 3.9 | 6.1 | -3.9
CC(=O)c1ccc(S(=O)(=O)N2CCC(NC(=O)Nc3cccc(F)c3)CC2)cc1 | -4.9 | i | 4.1 | i | 5.3 | 6.1 | 7.8 | -9.2 | -0.7
O=C(CCCn1c(=O)oc2ccccc21)Nc1ccccc1 | -2.4 | i | -1.4 | i | -6.3 | 5.2 | 1.4 | -0.4 | 1.2
Cc1cccc2nc(COc3ccc4ccccc4c3Br)cn12 | -2.2 | i | 4.7 | i | -0.6 | -9.5 | 4.9 | -11.1 | -8.8

# Continued; it opens with the three that closed the last part.
Compound | NadD block | Rpn11 inh | MT1-MMP act inh | Neddylation inh | FAS-TE inh | PABP1 MLLE inh | CSN inh | SKN-1 inh | Rin1 Abl inh
CC(=O)c1ccc(S(=O)(=O)N2CCC(NC(=O)Nc3cccc(F)c3)CC2)cc1 | -4.9 | i | 4.1 | i | 5.3 | 6.1 | 7.8 | -9.2 | -0.7
O=C(CCCn1c(=O)oc2ccccc21)Nc1ccccc1 | -2.4 | i | -1.4 | i | -6.3 | 5.2 | 1.4 | -0.4 | 1.2
Cc1cccc2nc(COc3ccc4ccccc4c3Br)cn12 | -2.2 | i | 4.7 | i | -0.6 | -9.5 | 4.9 | -11.1 | -8.8
COCCn1c(Cc2ccccc2)nnc1SCC(=O)N1CCOCC1 | 0.6 | i | 0.4 | i | -5.4 | 1.5 | 2.9 | -11.6 | -1.2
O=C(Nc1ccccc1N1CCOCC1)c1cc(-c2ccncc2)nc2ccccc12 | 8.8 | i | -7.0 | i | 3.0 | -3.0 | 3.5 | 2.1 | -2.0
COc1ccc(-c2cc(=O)[nH]c(N3CCN(Cc4ccccc4)CC3)n2)cc1 | -3.3 | i | -4.9 | i | 3.6 | -2.7 | -0.5 | -16.9 | 0.1
COc1ccc(S(=O)(=O)n2cnc3cc(C)c(C)cc32)cc1C | -1.5 | i | 3.0 | i | 3.8 | 2.7 | 1.5 | -3.1 | -0.8
COc1ccc(-c2ccnc3nc(Sc4ncc(C(F)(F)F)cc4Cl)nn23)cc1 | -7.8 | i | 1.7 | / | 30.6 | 14.6 | 3.6 | 7.5 | -1.3
CC(=O)c1c(N2CCN(c3cccc(Cl)c3)CC2)nc(=S)n(-c2ccccc2)c1C | 20.8 | i | -13.6 | i | -1.5 | 7.4 | 5.5 | 0.1 | 4.6
COc1ccc(CC(=O)OCC(=O)Nc2ccc(C(=O)Nc3ccc(OC)cc3)cc2)cc1 | -1.6 | i | 5.4 | i | -4.6 | -25.6 | 8.9 | 5.9 | 0.1
C#CCOCCOCCOCCNc1nc(N2CCN(C(=O)[C@H](Cc3ccc(O)cc3)n3cc(C(N)CC(C)C)nn3)CC2)nc(N2CCN(C(=O)[C@H](CCC(=O)O)n3cc(C(N)[C@H](C)CC)nn3)CC2)n1 (stereo not given in full) | -4.2 | i | -1.0 | i | -11.7 | 0.5 | 1.4 | -10.2 | 2.6
COc1ccccc1NC(=O)Cc1noc(CSc2nnc(C)n2C)n1 | 1.3 | i | -3.7 | i | -0.6 | 21.7 | -3.6 | -3.6 | 2.0
CC1CC1C(=O)Nc1nc2ccc(Cl)cc2s1 (stereo not given) | -3.6 | i | 5.7 | i | 5.7 | -3.0 | 1.8 | 32.5 | 0.3
CCCCCn1c(=NC(C)=O)c(C#N)cc2c(=O)n3ccccc3nc21 | -1.9 | i | -4.8 | / | 61.2* | -20.4 | 7.6 | 19.0 | -4.2
C=CCn1c(-c2ccccc2)nc(=S)c2c1CC(C)(C)OC2 | 2.5 | i | 1.9 | i | -2.6 | 22.8 | -0.8 | 3.8 | -3.6
Cc1cc(NC(=O)c2coc(=O)c(Br)c2)ccc1C(C)C | -5.5 | i | 4.1 | i | 28.3 | -21.6 | -2.6 | 1.0 | -0.2

# Reprinted at random: four records from the list.
Compound | NadD block | Rpn11 inh | MT1-MMP act inh | Neddylation inh | FAS-TE inh | PABP1 MLLE inh | CSN inh | SKN-1 inh | Rin1 Abl inh
O=C(COc1ccc(Cl)cc1Cl)Nc1ccc(CN2CCOCC2)cc1 | -13.2 | i | 1.7 | i | 3.9 | 4.9 | 1.9 | -3.8 | 0.6
CC1=C(CCN2CCN(C(C)C)C(CCO)C2)C(C)(C)CCC1 (stereo not given) | -1.4 | i | 1.2 | i | -3.9 | 9.9 | -2.8 | 4.3 | -1.0
CC(=O)c1ccc(S(=O)(=O)N2CCC(NC(=O)Nc3cccc(F)c3)CC2)cc1 | -4.9 | i | 4.1 | i | 5.3 | 6.1 | 7.8 | -9.2 | -0.7
Cc1cc(NC(=O)c2coc(=O)c(Br)c2)ccc1C(C)C | -5.5 | i | 4.1 | i | 28.3 | -21.6 | -2.6 | 1.0 | -0.2

# A different layout for part of the listing above.
# Under each structure: NadD block | Rpn11 inh | MT1-MMP act inh | Neddylation inh | FAS-TE inh | PABP1 MLLE inh | CSN inh | SKN-1 inh | Rin1 Abl inh
> COc1ccccc1NC(=O)Cc1noc(CSc2nnc(C)n2C)n1
 : 1.3 | i | -3.7 | i | -0.6 | 21.7 | -3.6 | -3.6 | 2.0
> CC1CC1C(=O)Nc1nc2ccc(Cl)cc2s1 (stereo not given)
 : -3.6 | i | 5.7 | i | 5.7 | -3.0 | 1.8 | 32.5 | 0.3
